# GLP-1R agonist – activates the human GLP-1 receptor; P43220; HEK293 GLP-1R CRE-luciferase, luminescence, 4-6 h; cells express a hypersensitive GLP-1R form; Potency, µM (highest dose often 45.6 µM), for the others: top-dose activation, actives largely listed as activators; hit rate 0.007% among 380,000; AID 624172; also: potency is read from the fitted curve at half-maximal effect; % of control where 0% means no effect
# Target sequence (P43220 whole entry, looked up): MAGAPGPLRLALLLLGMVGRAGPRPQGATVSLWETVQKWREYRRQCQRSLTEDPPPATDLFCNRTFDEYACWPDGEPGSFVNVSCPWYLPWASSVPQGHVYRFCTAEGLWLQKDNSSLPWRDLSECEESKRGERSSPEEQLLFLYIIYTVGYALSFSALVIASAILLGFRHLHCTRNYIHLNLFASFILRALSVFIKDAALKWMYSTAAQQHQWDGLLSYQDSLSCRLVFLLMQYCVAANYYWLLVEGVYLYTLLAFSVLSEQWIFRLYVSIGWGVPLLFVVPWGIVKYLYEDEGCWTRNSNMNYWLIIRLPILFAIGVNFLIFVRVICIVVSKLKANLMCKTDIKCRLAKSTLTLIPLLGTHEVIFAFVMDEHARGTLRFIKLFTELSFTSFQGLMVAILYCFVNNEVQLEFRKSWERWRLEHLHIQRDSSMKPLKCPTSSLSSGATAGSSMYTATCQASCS
# DRD3 agonist – D3 dopamine receptor (human) agonism; P35462; hit rate 0.58% among 410,000; max activation, %; D3R DiscoveRx beta-arrestin cells, luminescence, 90 min; in the data active = max activation above about 30%; also: 0% is about no effect; mostly tested at two doses, the higher about 12 µM
# Target sequence (P35462 whole entry, looked up): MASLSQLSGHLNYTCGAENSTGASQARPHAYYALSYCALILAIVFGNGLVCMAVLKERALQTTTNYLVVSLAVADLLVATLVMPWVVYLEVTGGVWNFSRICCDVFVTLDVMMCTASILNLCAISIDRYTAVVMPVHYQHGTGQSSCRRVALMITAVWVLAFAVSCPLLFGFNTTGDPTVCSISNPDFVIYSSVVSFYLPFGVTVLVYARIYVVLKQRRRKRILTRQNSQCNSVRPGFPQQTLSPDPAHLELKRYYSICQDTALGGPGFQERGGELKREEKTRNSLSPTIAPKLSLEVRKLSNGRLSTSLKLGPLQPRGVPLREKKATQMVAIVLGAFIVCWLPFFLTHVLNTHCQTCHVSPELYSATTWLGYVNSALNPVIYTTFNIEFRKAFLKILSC
#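 Agonist-mode cell screen: cells plated at 1500/well and incubated overnight at 37 °C, then exposed to library compounds for 90 min at 37 °C. Detection reagent was added for 30–60 min at room temperature, and luminescence was read.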
# SW480 rerep – inducers of DNA re-replication in SW480 colon cancer cells; SW480 DNA re-replication, Hoechst DNA content imaging, 48 h; Potency, µM (titrated, usually from 46.1 µM), for the others: top-dose re-replication activation, hits mostly activators; hit rate 1.8% among 340,000; also: potency is read from the fitted curve at half-maximal effect; % of control where 0% means no effect; nearly all actives have a fitted effect of over 55% in size
#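 Compounds, transferred as 23 nL by pin tool, were incubated with cells for 48 hr; DNA content per nucleus was then quantified by Hoechst staining and fluorescence plate imaging.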
# KB-3-1 tox – KB-3-1 parental cell cytotoxicity; AID 1347075; Potency, µM (titrated, usually from 46.1 µM), without a hit: at the top dose activity change, negative = cytotoxic, hits mostly cytotoxic; KB-3-1 viability, CellTiter-Glo ATP luminescence, 72 h; hit rate 1.4% among 400,000; also: potency is read from the fitted curve at half-maximal effect; % is scaled to controls: 0 for no effect and ±100 for the full control effect; nearly all actives have a fitted effect of over 60% in size
#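 Using CellTiter-Glo luminescence, growth of non-resistant KB-3-1 adenocarcinoma cells is assessed 72 h after pin-tool compound addition at 37 °C. Normalized responses across the concentration series yield fitted curves.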
# IL1B secr inh – inflammasome signaling inhibition, IL-1 beta readout; THP-1 LPS/ATP IL-1B secretion, AlphaLISA, 16 h; active compounds read low; activity change, % at 57.5 µM; hit rate 4.7% among 360,000; AID 743279; in the data active = activity change below about -50%; inconclusive = mostly about -30% to -49%; also: % is scaled to controls: 0 for no effect and ±100 for the full control effect
#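 Secreted IL-1B measured by AlphaLISA bead assay after 16 h compound exposure of THP-1 cells; compounds (final up to 57.5 uM) added 1 h before LPS (250 ng/mL) and ATP (1.25 mM) stimulation; lower signal means less secretion.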
# DRD3 antagonist – blocks the human D3 dopamine receptor; max response, negative = inhibition, %; AID 652054; D3R cells, DiscoveRx beta-arrestin luminescence, antagonist mode; active compounds read low; hit rate 2.5% among 360,000; in the data active = max response below about -50%; inconclusive = no clear call, values can overlap the other calls; also: % is scaled to controls: 0 for no effect and ±100 for the full control effect; mostly tested at two doses, the higher about 12 µM
#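 Cells expressing the human receptor were seeded at 1500 cells/well, incubated overnight at 37 degrees C in 5% CO2, then exposed to library compounds with dopamine controls for 90 minutes at 37 degrees C before luminescent detection.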
# HT1080-NT tox – kills 2HG-producing HT-1080-NT fibrosarcoma cells | HT-1080-NT fibrosarcoma viability, CellTiter-Glo ATP luminescence, 48 h | Potency, µM (doses to about 46.1 µM), inactives show at the top dose activity, negative = less viability, hits mostly cytotoxic | hit rate 1.6% among 360,000;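 also: NT is the 2HG producing partner of a matched IDH1 knockdown line; potency is read from the fitted curve at half-maximal effect; 0% = DMSO-treated cells and -100% = media-only wells without cells; nearly all actives have a fitted effect of over 55% in size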
#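 Viability of the 2HG-overproducing fibrosarcoma line after 48 hours of compound exposure at 37 degrees C was determined by luminescence with CellTiter-Glo, and concentration-effect curves were then fitted and categorized.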
# KB-V1 MDR tox – KB-V1 MDR subline cytotoxicity; KB-V1 MDR cells viability, CellTiter-Glo, 72 h; hit rate 3.4% among 400,000; Potency, µM (titrated, usually from 46.1 µM), without a hit: at the highest dose activity change, negative = cytotoxicity, most hits filed as cytotoxic; AID 1347076; also: potency is read from the fitted curve at half-maximal effect; % is scaled to controls: 0 for no effect and ±100 for the full control effect; nearly all actives have a fitted effect of over 60% in size
#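 Cytotoxicity toward P-gp-expressing KB-V1 cells was determined as loss of CellTiter-Glo luminescence after 72 h at 37 degrees C. Compounds were tested in quantitative HTS format across a concentration range, with curves fitted to normalized data.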
# HT1080 IDH1KD tx – toxicity to HT-1080 IDH1 knockdown cells (counter line) | HT-1080 IDH1 knockdown viability, ATP luminescence, 48 h | Potency, µM (top dose mostly 46.1 µM), for inactives: top-dose activity, negative = toxicity, most hits filed as cytotoxic | hit rate 2% among 360,000 | AID 686971;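 also: potency is read from the fitted curve at half-maximal effect; 0% = DMSO wells and -100% = cell-free medium wells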
#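 Cytotoxicity counter-line: IDH1KD HT-1080, 48 h, CellTiter-Glo. Curves classed by r2, magnitude and activity.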
# * = called active by the depositor; ? = inconclusive; / = not tested or not shown; [ ] = another dose, or the depositor's remark. Unless noted, calls follow the shape of the dose curve; as a rule, active = well fitted curve in the direction sought with a large enough effect; inconclusive = small, poorly fitted or top-dose-only effect, or another doubt; inactive = no such curve, though single readings can be large; an effect the other way counts as inactive or inconclusive.
# Each structure is followed by: GLP-1R agonist | DRD3 agonist | SW480 rerep | KB-3-1 tox | IL1B secr inh | DRD3 antagonist | HT1080-NT tox | KB-V1 MDR tox | HT1080 IDH1KD tx
COc1ccc(OC)c(CNc2ccc([N+](=O)[O-])cc2C)c1
    26% | -6 | 4% | -13% | -69* | -7 | -6% | ? | -4%
CC(C)CN(C(=O)c1ccc(S(=O)(=O)N2CCCC2)cc1)C1CCS(=O)(=O)C1 (stereo not given)
    0% | 1 | -5% | -1% | 1 | 11 | -2% | -9% | 21%
Cc1nc(NC(=O)c2ccccc2)sc1C
    7% | -9 | -17% | -13% | -5 | 13 | -20% | 14% | -13%
CN(CCOc1ccc(Cl)cc1)C(=O)c1ccccc1SCC(=O)N1CCCC1
    9% | 2 | -6% | -29% | 15 | 0 | -4% | -14% | 3%
Cc1ccc2oc(Nc3nc(C)cc(C)n3)nc2c1
    2% | -1 | 2% | 0% | 9 | -18 | 23% | -16% | 17%
COC(=O)c1ccc(C(=O)OC)c(NC(=S)N2CCCCC2)c1
    -4% | 6 | -1% | -2% | 25 | 14 | 3% | -24% | 21%
CS(=O)(=O)NNC(=O)CN1C(=O)C2C3C=CC(C3)C2C1=O (stereo not given)
    0% | 3 | -13% | 17% | 4 | 5 | 12% | 19% | 28%
Cc1cccc(N(C)c2cc(C)nc3ncnn23)c1
    -2% | 4 | 2% | 2% | ? | 0 | 22% | 14% | -6%
Cc1ccc(S(=O)(=O)Nc2ccccc2C(=O)OC(C)C(=O)Nc2ccc3ccccc3c2)cc1[N+](=O)[O-] (stereo not given)
    -22% | -15 | 18% | -8% | 9 | -8 | -11% | ? | -15%
Cc1occc1C(=O)N/N=C/c1ccc2c(c1)OCO2
    -3% | 2 | 2% | 15µM* | -10 | 0 | 9.2µM* | 7.3µM* | 8.2µM*
O=C(CSc1n[nH]c(=O)n1C1CC1)Nc1cc(Cl)ccc1Oc1ccccc1
    -6% | 32* | -8% | -5% | -15 | -18 | -22% | 16µM* | -19%
COc1ccccc1/C=N/NC(=O)c1cc2c(ccc3ccccc32)o1
    12% | -3 | ? | ? | -9 | -4 | -3% | 0% | 19%
Cc1cc(=O)n2nc(N3CCCC(C(=O)Nc4ccc(C)c(C)c4)C3)sc2n1 (stereo not given)
    10% | 0 | 3% | 9% | ? | 11 | 4% | 0% | 1%
CC(OC(=O)c1ccc([N+](=O)[O-])cc1)C(=O)NCC1CCCCC1 (stereo not given)
    -9% | -4 | -1% | -6% | 23 | 7 | -7% | 1% | 0%
Cc1cccc(/C(N)=N/OC(=O)Cc2cccc3ccccc23)c1
    11% | -9 | -4% | 19% | 24 | -7 | 1% | 1% | -5%
C#CCOCCOCCOCCNc1nc(N2CCN(C(=O)CCCCCCCCCCNC(=O)[C@H]([C@@H](C)CC)n3cc(CCCCN=C(N)N)nn3)CC2)nc(N2CCN(C(=O)CCCCCCCCCCNC(=O)[C@H](CO)n3cc(CCCSC)nn3)CC2)n1
    -3% | -31 | ? | ? | -111* | -61* | 23µM* | -9% | ?
O=C(CN1C(=O)NC2(CCCC2)C1=O)OCc1ccc(Cl)c(Cl)c1
    -1% | 2 | -6% | 0% | -1 | 2 | -7% | 7% | -8%
CN(C)c1nc(OCCNC(=O)Nc2ccc(Cl)cc2)nc(N(C)C)n1
    1% | -4 | 1% | -1% | 3 | -9 | 4% | ? | 5%
COc1cc(NC(=S)NCCCN2CCOCC2)c(OC)cc1NC(=O)c1ccco1
    11% | -13 | 9% | 17% | -13 | 2 | -2% | 0% | 1%
Cc1cc(C)c(S(=O)(=O)N2CCN(C(=O)c3cccs3)CC2)c(C)c1
    17% | 3 | 3% | 10% | -17 | 11 | 4% | -27% | -14%
COc1ccccc1N1CCN(C(=O)c2cc(-c3cccc(Cl)c3)on2)CC1
    -8% | 22 | ? | -10% | 11 | -8 | 8% | -3% | 10%
COc1cc2c(cc1OC)CN(C(=S)Nc1ccc(OC(F)F)cc1)CC2
    0% | 4 | 0% | 7% | 20 | 7 | -11% | -12% | -11%
O=C(NCc1ccccc1)c1cccc(NC(=O)C2CCC2)c1
    3% | 2 | -4% | 2% | 7 | 21 | 5% | -14% | 1%
O=C(NCC(c1cccnc1)N1CCN(c2ccccc2)CC1)OCc1ccccc1 (stereo not given)
    -8% | 2 | -4% | -20% | 0 | 47 | 11% | 2.6µM* | 3%
COc1nc(-c2ccc(Cl)cc2)ccc1-c1noc(-c2cccs2)n1
    -7% | 14 | ? | 1% | 4 | 30 | -4% | ? | 12%
COc1ccc(-c2cc(C(=O)NCc3cccnc3)no2)cc1
    6% | 1 | -3% | 7% | 27 | 1 | 1% | 1% | -8%
O=C(NC1CCCCC1)c1cccc(COCC(F)(F)F)c1
    -3% | 3 | 0% | 6% | -27 | 12 | 16% | 0% | 2%
CCC1S/C(=N/N=C/c2ccco2)N(Cc2ccccc2)C1=O (stereo not given)
    20% | 4 | 15% | -15% | / | 0 | -18% | ? | -28%
COc1ccccc1/C=N/NC(=O)c1nnn(-c2nonc2N)c1-c1ccccc1
    -5% | -1 | 2% | -5% | 3 | 2 | -1% | 2% | 0%
COc1ccccc1C(=O)NC(CCSC)C(=O)NCC(c1cccs1)N1CCOCC1 (stereo not given)
    12% | -22 | 11% | -9% | 1 | 0 | -1% | -2% | -7%

# 6 entries drawn at random from those above:
# Each structure is followed by: GLP-1R agonist | DRD3 agonist | SW480 rerep | KB-3-1 tox | IL1B secr inh | DRD3 antagonist | HT1080-NT tox | KB-V1 MDR tox | HT1080 IDH1KD tx
COc1ccccc1C(=O)NC(CCSC)C(=O)NCC(c1cccs1)N1CCOCC1 (stereo not given)
    12% | -22 | 11% | -9% | 1 | 0 | -1% | -2% | -7%
O=C(CSc1n[nH]c(=O)n1C1CC1)Nc1cc(Cl)ccc1Oc1ccccc1
    -6% | 32* | -8% | -5% | -15 | -18 | -22% | 16µM* | -19%
CN(CCOc1ccc(Cl)cc1)C(=O)c1ccccc1SCC(=O)N1CCCC1
    9% | 2 | -6% | -29% | 15 | 0 | -4% | -14% | 3%
COc1cc2c(cc1OC)CN(C(=S)Nc1ccc(OC(F)F)cc1)CC2
    0% | 4 | 0% | 7% | 20 | 7 | -11% | -12% | -11%
O=C(NCc1ccccc1)c1cccc(NC(=O)C2CCC2)c1
    3% | 2 | -4% | 2% | 7 | 21 | 5% | -14% | 1%
Cc1nc(NC(=O)c2ccccc2)sc1C
    7% | -9 | -17% | -13% | -5 | 13 | -20% | 14% | -13%

# (list continues)
# Each structure is followed by: GLP-1R agonist | DRD3 agonist | SW480 rerep | KB-3-1 tox | IL1B secr inh | DRD3 antagonist | HT1080-NT tox | KB-V1 MDR tox | HT1080 IDH1KD tx
Cc1noc(C)c1S(=O)(=O)Nc1ccc2c(c1)C(=O)N([C@H](C)CO)C[C@H](C)[C@H](CN(C)C(=O)NC(C)C)OCCCC[C@@H](C)O2
    -1% | 1 | / | -9% | -12 | 5 | 4% | -1% | 2%
CN(c1cccc(Cl)c1)S(=O)(=O)c1cccc(C(=O)Nc2nc3ccccc3[nH]2)c1
    -12% | 5 | ? | 15µM* | -62* | 43 | ? | ? | ?
O=C(O)Cn1nc(N2CCN(c3ccccc3)CC2)ccc1=O
    -2% | 4 | / | 12% | / | / | / | -10% | /
COc1cc(Cl)c(C)cc1NC(=O)CN1C(=O)C2CC=CCC2C1=O (stereo not given)
    -4% | 2 | -2% | 6% | -11 | -28 | -3% | 4% | -14%
COC(=O)CCC(=O)Nc1cc(OC)c(OC)cc1Cc1nccc2cc(OC)c(OC)cc12
    7% | 5 | -6% | 12% | -9 | 8 | 1% | 22% | 15%
Cc1ccccc1C(=O)NNC(=O)c1ccncc1
    -6% | 5 | 0% | -2% | -12 | -23 | 6% | -1% | 8%
CCOC(=O)C1CCN(C(=O)CS(=O)(=O)Cc2nc(-c3ccccc3Cl)oc2C)CC1
    2% | 2 | -24% | 0% | 22 | 11 | -2% | -2% | -1%
CCOc1ccc(-n2cnnn2)cc1S(=O)(=O)N1CCCCC1
    0% | -18 | ? | -11% | -21 | 0 | ? | -1% | -14%
CC1CCc2sc(C(=O)NCC3CCCO3)cc2C1 (stereo not given)
    3% | 2 | -77%[inhibitor] | 7% | 4 | 8 | 5% | 0% | 3%
Cc1ccccc1NC(=O)CCS(=O)(=O)c1ccc(Br)s1
    5% | -5 | -8% | 1% | 0 | -8 | -6% | 5% | 0%
CCOC(=O)C1(Cc2cccc(F)c2)CCN(C(=O)c2cnc(C)cn2)CC1
    6% | 2 | ? | -7% | 29 | -3 | 9% | 2% | 7%
COc1ccc(C(=O)N(c2c(C)cccc2C)C(COC(C)=O)COC(C)=O)cc1
    10% | -3 | / | 7% | 21 | -14 | 20% | 33% | 15%
COc1ccccc1-n1c(SCC(=O)N2CCOCC2)nc2ccccc2c1=O
    11% | 7 | 2% | 12% | -2 | 10 | 11% | -17% | 17%
Cc1ccc(NCc2nnc(SCCN3CCCCC3)n2CC2CCCO2)c(C)c1 (stereo not given)
    7% | 2 | -3% | 7% | -21 | -54* | -8% | 1% | 0%
CCOC(=O)C(C)n1cnc2c(nnn2-c2ccccc2)c1=O (stereo not given)
    -2% | 6 | -13% | -11% | 0 | -22 | -2% | -21% | -1%
CCOc1ccccc1NC(=O)c1cc2c(Cl)nc3ccccc3c2s1
    -1% | 7 | / | 0% | / | / | / | ? | /
CN(CC(=O)Nc1cccc(F)c1)C(=O)c1ccncc1
    -1% | 3 | -4% | -7% | 11 | -1 | 6% | 17% | 5%
Cc1ccc(-n2c(SCC(=O)N3CCOCC3)nnc2-c2cccnc2)cc1
    8% | 0 | 11% | 13% | -23 | 7 | 17% | 26% | 5%
CC(=O)NC(CC(=O)OCC(=O)N1c2ccccc2NC(=O)C1(C)C)c1ccccc1 (stereo not given)
    -7% | -15 | -2% | / | 10 | -12 | 0% | / | 3%

# Compound activity deposited in PubChem BioAssay by National Center for Advancing Translational Sciences (NCATS).
